Cav3 T inh – human Cav3.2 channel inhibition, primary screen | Cav3.2-expressing cells, Fluo-4 calcium fluorescence FDSS; active compounds read low | B-score at 10 µM | O95180 | hit rate 4% among 100,000;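 active = single-dose well whose peak fluorescence ratio is a statistical outlier from its plate by either plate-standardised score or position-corrected B-score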
* hit, by the source's call; & = joins results of further samples. Some of the compounds tested. The share of hits here may be higher or lower than overall.

item	compound	Cav3 T inh
1	CCC(C)(C)n1nnnc1C(c1ccc(N(C)C)cc1)N1CCN(C2CCCCC2)CC1 (stereo not given)	1.2
2	CC(C)N=C(NC#N)SCc1ccccc1	1.1
3	COC(=O)[C@H](NC(=O)c1cc(-c2ccccc2)nc2ccccc12)c1ccccc1	-1.5
4	Cc1c(Nc2nc3ccccc3nc2N2CCN(c3ccccc3)CC2)c(=O)n(-c2ccccc2)n1C	-2.5
5	COc1ccccc1-c1noc(-c2ccco2)n1	-0.29
6	C#CCNC(=O)C1=C[C@H](c2ccc(C(F)(F)F)cc2)C[C@H](OCc2ccc(CO)cc2)O1	-0.7
7	CCOC(=O)C1=C(C)NC(=O)C(C(N)=O)C12CCCCC2 (stereo not given)	0.5
8	COCCn1c(C)cc(C2=NNC(=Nc3ccc(F)cc3)SC2)c1C	-1.3
9	CCOC(=O)C1CCCN(c2cc(=O)n(-c3ccccc3Cl)c(=O)[nH]2)C1 (stereo not given)	0.84
10	Cc1cc(SCC(=O)N/N=C/c2ccc(O)c(O)c2O)c(C)cc1Br	-4.5
11	CCCC(=O)NC(C)c1nc2ccccc2n1C(C)C (stereo not given)	0.039
12	Cc1ccsc1/C=C/c1ccc2cccc(O)c2n1	-0.96
13	CCSc1n[nH]c(=O)[nH]c1=O	0.51
14	Cc1ccc2nc(-c3ccc4c(c3)OCCO4)cc(C(=O)O)c2c1	0.43
15	O=C(Cc1ccccc1)Nc1nc(=O)c2ccccc2s1	0.017
16	CCOC(=O)c1cc2ccc3ccccc3c2s1	0.017
17	COc1ccc(NC(=S)N/N=C2/CCCc3c(C)cc(C)cc32)cc1	0.05
18	COc1cc(C2C(C#N)=C(N)N(Nc3ccccc3)C3=C2C(=O)CC(C)(C)C3)ccc1OCc1cccc(F)c1 (stereo not given)	0.055
19	Cc1ccc(S(=O)(=O)C2(C(=O)Nc3cccc(F)c3)CC2)cc1	0.29
20	COC(=O)c1ccc(NC(=O)CCN2CCCCC2)cc1	0.029&0.46
21	C=CCOc1cccc(C2/C(=C(/O)c3ccc(F)cc3)C(=O)C(=O)N2CCN2CCOCC2)c1 (stereo not given)	-0.43
22	CC(C)(C)C(=O)[C@@H]1[C@@H]2C(=O)N(c3ccc4c(c3)OCCO4)C(=O)[C@@H]2C2c3ccccc3C=CN21 (stereo not given in full)	0.29
23	CCc1ccc(C(=O)CSc2nc3ccccc3c(=O)[nH]2)cc1	-0.17
24	CCSCCOC(=O)C1=C(C)NC2=C(C(=O)CCC2)C1c1coc2ccccc2c1=O (stereo not given)	-2.8
25	C#CCCOC(=O)N1C2=NC(C(=O)OC)=C(C(=O)OC)[C@@H]3N(C)c4ccccc4[C@]23C[C@H]1C(=O)OC	0.027
26	Cc1cc(C)c(-c2noc(C(=O)OC(C)(C)C)c2C(=O)OC(C)(C)C)c(C)c1	-0.95
27	Cc1cc(OCC(F)(F)C(F)(F)C(F)(F)C(F)(F)C(F)(F)C(F)F)nc(N)n1	-0.21
28	C#CCO[C@@H]1C[C@H](n2ccc(NC(=O)c3ccccc3)nc2=O)O[C@@H]1CO	0.8
29	Cc1cc(-n2ccnc2)n2c(nc3ccccc32)c1C#N	0.67
30	O=C(Nc1nccs1)c1ccc(COc2ccccc2Br)o1	-1.2
31	CCOc1ccc(OCC)c(-c2c(=O)n(OCc3ccccc3Br)c3ccccc3[n+]2[O-])c1	-3.5
32	CN(C)C(=O)c1ccc(NC(=O)c2cncc(Br)c2)cc1	-0.35
33	COC(=O)c1ccc(/C=N/OCC(=O)NC2CCCCCCC2)cc1	-2.9
34	Oc1c(CN2CCN(c3ccc(F)cc3)CC2)cc(Cl)c2cccnc12	-2.6
35	COc1ccc(NC(=O)C23CC4CC(C2)CC(n2cnc(Br)n2)(C4)C3)c(OC)c1	3.4*
36	Cc1ccc(C2CC(c3ccc(Cl)cc3)=NNC2=O)cc1 (stereo not given)	-2.3
37	Cc1ccc(SCc2[nH]nc3c2C2(C(=O)N(C)c4ccccc42)C(C#N)=C(N)O3)cc1 (stereo not given)	-0.49
38	Cc1ccccc1C(=O)Oc1cccc(Nc2ncnc3ccccc23)c1	-4.8*
39	NC(=O)Cn1nnc(-c2ccccc2NC(=O)c2cnccn2)n1	1.7
40	O=C(NC(c1ccccc1)c1c(O)ccc2ccccc12)c1ccccc1Cl (stereo not given)	0.33
41	CCOC(=O)CSc1nc2cccnc2n1-c1ccc(F)cc1	0.04
42	C=CCOc1cccc(C2C(C(=O)c3ccc(C)o3)=C(O)C(=O)N2c2nccs2)c1 (stereo not given)	-5.1*
43	COCCNC(=O)c1ccc(CS(=O)(=O)c2c(Cl)cccc2Cl)o1	0.74
44	CCn1c(C)cc(=S)c2ccccc21	0.23
45	O=C1OC2(CCCCC2)OC(=O)C1=CNc1ccc2c(c1)OCO2	0.35
46	CC[C@H](C)[C@@H]1NC(=O)c2cc([N+](=O)[O-])cc(I)c2SC[C@@H](C(N)=O)NC(=O)[C@H](CCCCN)NC1=O	-0.0046
47	O=C(Nc1cccc(C(F)(F)F)c1)c1cccnc1N1CCN(CCO)CC1	0.9
48	CCCCOC(=O)Cn1c(=N)n(CCN(CC)CC)c2ccccc21	0.82
49	COc1ccc(-n2ncc3c(NCc4ccco4)ncnc32)cc1	0.81
50	N#CCSc1nc2ccc(N3CCCCC3)cc2c(=O)n1Cc1ccccc1	-1.5

Arranged by value in Cav3 T inh (falling): some entries from above.
item	compound	Cav3 T inh
32	CN(C)C(=O)c1ccc(NC(=O)c2cncc(Br)c2)cc1	-0.35
26	Cc1cc(C)c(-c2noc(C(=O)OC(C)(C)C)c2C(=O)OC(C)(C)C)c(C)c1	-0.95
36	Cc1ccc(C2CC(c3ccc(Cl)cc3)=NNC2=O)cc1 (stereo not given)	-2.3
34	Oc1c(CN2CCN(c3ccc(F)cc3)CC2)cc(Cl)c2cccnc12	-2.6
31	CCOc1ccc(OCC)c(-c2c(=O)n(OCc3ccccc3Br)c3ccccc3[n+]2[O-])c1	-3.5

Reprinted at random: 4 compounds from above.
item	compound	Cav3 T inh
27	Cc1cc(OCC(F)(F)C(F)(F)C(F)(F)C(F)(F)C(F)(F)C(F)F)nc(N)n1	-0.21
45	O=C1OC2(CCCCC2)OC(=O)C1=CNc1ccc2c(c1)OCO2	0.35
30	O=C(Nc1nccs1)c1ccc(COc2ccccc2Br)o1	-1.2
46	CC[C@H](C)[C@@H]1NC(=O)c2cc([N+](=O)[O-])cc(I)c2SC[C@@H](C(N)=O)NC(=O)[C@H](CCCCN)NC1=O	-0.0046

The listing continues.
item	compound	Cav3 T inh
51	Cc1cc(NC(=O)c2c(F)cccc2F)n(-c2nc3ccccc3[nH]2)n1	-0.6
52	C/C=C/COC(=O)c1[nH]c2c(c1C)C(=O)CC(c1ccco1)C2 (stereo not given)	-2.1
53	O=C(O)c1cc(NCc2ccccc2C(F)(F)F)ccc1N1CCOCC1	0.33
54	CCOc1ccc(OCC)c(S(=O)(=O)NCc2ccccn2)c1	0.38
55	COc1ccc(CNC(=O)C2CSC(=O)C2)cc1 (stereo not given)	-0.1
56	CCOC(=O)c1ccc(NC2=CC(=O)C(=O)c3ccccc32)cc1	-0.09
57	COc1ccc(-n2nnc3c(=O)n(CC(=O)N4CCCC4)cnc32)cc1	0.15
58	O=C(c1cccc2ccccc12)N1CCN(c2ccccc2F)CC1	-2.6
59	CCOC(=O)c1c(O)c2c(n(Cc3ccco3)c1=O)CCCC2	-0.0042
60	COc1cc(C(CC(=O)N2CCOCC2)c2c(OC)cc(OC)c3ccc(=O)oc23)cc(OC)c1OC (stereo not given)	0.85
61	Cc1c(/C=C/C(=O)c2cccs2)cnn1C	1.5
62	Cn1c(=O)[nH]c(=O)c2c1nc1n2CCCN1CCc1ccccc1	0.78
63	COC(=O)c1cnn2c(C(F)(F)F)cc(-c3ccc(F)cc3)nc12	-0.32
64	CC(C)(CCl)C(=O)Nc1ccc(Sc2ccc(F)cc2)cc1	-7.9*
65	COc1cccc(CN=CC2=C(O)CC(C)(C)CC2=O)c1OC	1.9
66	Cc1[nH]n2c(=O)cc(Cc3ccccc3)nc2c1C#N	-0.25
67	CC(C)OC(=O)CSc1nnc2n1C(C)(C)Cc1ccccc1-2	0.49
68	CCn1c(Cc2ccccc2)nnc1SCC(=O)Nc1ccc(N2CCOCC2)c(Cl)c1	-2.8
69	O=C(Nc1cccc(C(F)(F)F)c1)c1cnc2n(c1=O)CCS2	-0.13
70	CCCOc1ccc(N2C(=O)CC(N(CCc3ccc(OC)cc3)C(=O)c3cccc(F)c3)C2=O)cc1 (stereo not given)	-4.6*
71	CCOC(=O)N1CCC(N2Cc3cccc(C(=O)NCc4ccccc4OC)c3C2=O)CC1	0.81
72	O=C(NNC(=O)c1ccccc1O)c1ccc(Cl)cc1	0.86
73	Cn1c(COc2ccccc2)nnc1SCCSc1nnc(COc2ccccc2)n1C	0.07
74	CN(C)c1ccc(NC(=O)Cn2c(=O)n(Cc3ccccc3)c(=O)c3ccccc32)cc1	0.039
75	O=C1CN(C(=O)c2ccco2)C(c2ccccc2)c2cc(Cl)ccc2N1 (stereo not given)	-0.39
76	COc1ccc(-c2nc(NC(=O)C3CCN(c4nc5ccccc5o4)CC3)sc2C)cc1	-2.6
77	CCOC(=O)COc1ccc2c3c(c(=O)oc2c1C)CCC3	-0.0066
78	O=C(Nc1nccs1)c1ccc(Cl)c(S(=O)(=O)N2CCOCC2)c1	-1.3
79	O=C(O)c1cn(-c2ccccc2)c(=O)c2ccccc12	0.95
80	CCOC(=O)c1c(NC(=O)CN(CC)CC)sc2c1CCN(C(=O)OCC)C2	-1.1
81	CCc1ccc(NCc2nc3ccccc3c(=O)[nH]2)cc1	-1.2
82	COC(=O)c1cccc(N(C(=O)c2cnccn2)C(C(=O)NC2CCCCC2)c2cn(C)nc2C)c1 (stereo not given)	1.1
83	CCc1nnc(NC(=O)CCC(=O)N2CCN(Cc3ccc(Cl)cc3)CC2)s1	-1.2
84	COc1ccc(C2C(C(C)=O)=C(O)C(=O)N2CCCn2ccnc2)cc1 (stereo not given)	0.23
85	O=C(Cc1cccs1)Nc1nc(-c2ccc(F)cc2F)cs1	-3
86	CC1CCCC(NC(=O)COC(=O)Cc2cn3ccsc3n2)C1C (stereo not given)	1
87	O=C(c1nn(Cc2ccccc2)c(=O)c2ccccc12)N1CCN(c2ccccn2)CC1	-5.6*
88	NC(=O)c1cccn1Cc1cccc(Cl)c1	0.11
89	CCc1ccc(N(C(=O)c2ccoc2C)C(C(=O)NC2CCCC2)c2ccc(OC)cc2)cc1 (stereo not given)	-2.6
90	Cc1cc(NC(=O)c2noc3c2CCCCC3)no1	0.9
91	COc1ccc(Cl)cc1-c1nc(-c2ccncc2)no1	-1.1
92	COc1ccc(C2Nc3ccccc3C(=O)N2Cc2ccccc2)cc1COc1ccccn1 (stereo not given)	-0.34
93	Cc1nc2nc(C)c(CCC(=O)NCCC3=CCCCC3)c(C)n2n1	-0.8
94	Cc1cc(=O)n(-c2ccc(O)cc2)[nH]1	0.57
95	COc1cccc(NC(=O)c2nn(C34CC5CC(CC(C5)C3)C4)cc2[N+](=O)[O-])c1	-4.1*
96	O=C(c1cccc(F)c1)N1CCN(S(=O)(=O)c2ccc(C(F)(F)F)cc2)CC1	-0.068
97	O=C1NC(=S)SC1=C1CCCC1	0.13
98	CC(=O)Nc1nc2ccc(C(=O)NC3CCCCC3)cc2s1	-0.07
99	Cc1ccc(-c2cc(-c3ccccc3)nc(Cl)n2)cc1	0.52
100	O=C(CN1C(=O)C2C3c4ccccc4C(c4ccccc43)C2C1=O)N1CCOCC1 (stereo not given)	0.14

(continued)
item	compound	Cav3 T inh
101	C[C@H]1CCC[C@@]2(O[C@H](CCO)C[C@@H](O)[C@@H]2O)O1	-0.011
102	CCn1c(SC(C)C)nnc1-c1cc(-c2ccccc2)sc1N	-3.7*
103	CCCCOC(=O)Nc1ccc(C(N)=O)cc1	0.051
104	CC(=O)Nc1ccc(C(=O)OCC(=O)N(Cc2ccccc2)C(C)(C)C)cc1	-1.2
105	O=C(NC1CCCCC1)C1CCN(C(=O)NCc2ccccc2)CC1	0.42
106	CC(C)(C)C(=O)COC(=O)c1ccc(O)cc1	-0.11
107	O=C(CCC1CCCCC1)NNC(=O)NC12CC3CC(CC(C3)C1)C2	-2.6
108	CCN1N=C(c2cc(Cl)sc2Cl)CSC1=O	-2.8
109	O=C1COc2ccc(C(=O)c3ccccc3C(=O)NCc3ccccc3)cc2N1	-7.2*
110	COC(=O)c1nn(-c2ccccc2)c(Sc2ccc(Br)cc2)c1/C=N/O	-0.78
111	COc1ccc(C(C(=O)NC2CCCCC2)N(Cc2ccco2)C(=O)CNC(=O)c2ccco2)cc1 (stereo not given)	0.067
112	CN1c2ccccc2C(C)(C)C12CCCC(=O)N2 (stereo not given)	1
113	CCCOc1ccc2c(C)c(CC(=O)OC)c(=O)oc2c1	0.33
114	O=C(CCCc1nc(-c2ccccc2)no1)N1CCOCC1	-0.3
115	O=C(CSc1nc(-c2ccc(F)cc2)cc(C(F)(F)F)n1)NCCN1CCOCC1	0.49
116	O=C(Nc1ccc(Cl)cn1)Nc1cccs1	-0.45
117	Cc1cccc(C)c1NC(=O)CSc1nnc(NC(=O)CN2CCOCC2)s1	0.61
118	C=CCN(CC=C)C(=O)CN1C(=O)c2ccccc2C1=O	1.1
119	O=C(O)CCc1ccc(-c2cccs2)o1	-0.13
120	CCCCn1nnnc1NCc1ccc(OC)c(OC)c1	0.24
121	c1ccc(CSc2nnnn2-c2cccc3ccccc23)nc1	-2.9
122	CNC(=O)OC(C)CNS(=O)(=O)c1ccc(C)cc1 (stereo not given)	2.5
123	CC(=O)Nc1ccc2c(c1)C(=O)c1ccccc1C2=O	0.88
124	COc1ccc(OC)c(C(=O)COC(=O)c2ccccc2O)c1	-1.3
125	O=C(CSc1nc2ccccc2o1)NC(=O)NCc1ccco1	-1.1
126	O=C(CN1CCC(C(=O)c2ccc3c(c2)OCCO3)CC1)NC1CCCC1	0.88
127	CCOC(=O)C1=C(C)N(C)C(=O)C1CC(=O)O (stereo not given)	0.57
128	COC(CNC(=O)Cn1ncc2ccsc2c1=O)OC	-0.45

Screening results deposited in PubChem BioAssay by Vanderbilt High Throughput Screening Facility.
